Ba/F3 V617F tox – reduced viability of JAK2V617F-dependent Ba/F3 cells, primary screen, JAK2V617F inhibitor project, cell-based, Ba/F3 EpoR-JAK2V617F, luminescence; ATP luminescence; inhibition, % at 5.6 µM; 1.1% of 220,000 active; AID 1446, 2008;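 active = inhibition above the campaign mean plus 3 SD over all tested compounds, cut at about 24% in these data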;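 also: cytokine-independent growth of Ba/F3 cells driven by EpoR plus mutant JAK2; 0% = DMSO-treated cells and 100% = JAK inhibitor I control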
RBBP9 inh – human RBBP9 inhibitors, primary screen, biochemical, fluorescence polarization, FP-Rh probe, HTS | recombinant RBBP9 | AID 1515, 2009 | 0.2% of 220,000 active | Serine hydrolase RBBP9 (Homo sapiens), O75884 | inhibition, % at 7.94 µM;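 active = inhibition above the campaign mean of all tested compounds plus 3 SD, cut at about 14% in these data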;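 also: plate controls were DMSO wells with RBBP9 for no effect and wells lacking RBBP9 protein for full effect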
Target sequence (O75884 whole entry, looked up): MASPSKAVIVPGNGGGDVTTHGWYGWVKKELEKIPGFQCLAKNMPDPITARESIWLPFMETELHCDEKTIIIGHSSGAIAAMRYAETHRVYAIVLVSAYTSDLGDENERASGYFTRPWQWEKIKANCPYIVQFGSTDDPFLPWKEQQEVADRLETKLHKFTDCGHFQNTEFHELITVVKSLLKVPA
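Assay system: recombinant human RBBP9; Reagent: Serine-hydrolase probe FP-Rh, 375 nM pre-mixing; Doses: 7.94 µM single dose, 0.794% DMSO; Incubation: 30 min then 45 min, 25 °C; Detection: fluorescence polarization (mP), excitation 525 nm, emission 598 nm; Evaluation: percent inhibition from mP, scaled between DMSO and no-protein wells.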
BaF3 tox – parental Ba/F3 cell viability inhibition, counter-screen for JAK2V617F inhibitor project, murine pro-B, CellTiter-Glo luminescence | CellTiter-Glo ATP luminescence | inhibition, % at 5.6 µM | 1.1% of 220,000 active | AID 1486, 2009;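 active = inhibition above a per-campaign cutoff, the mean inhibition of all tested compounds plus 3 SD, cut at about 27% in these data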;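 also: 0% = DMSO wells and 100% = JAK Inhibitor I control wells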
NCF1 inh – p47phox/p22phox peptide binding inhibitors, primary screen, biochemical, uHTS, NADPH oxidase regulatory subunit. inhibition, % at 24.7 µM. 0.53% of 220,000 active. Neutrophil cytosol factor 1 (Homo sapiens), P14598. fluorescence polarization, 2 h;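 active = inhibition above about 30%, limit read from the data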;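 also: 0% = p47phox with labelled peptide and 100% = labelled peptide alone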
p97 inhibitor – inhibitors of human p97 ATPase, primary screen, biochemical. Transitional endoplasmic reticulum ATPase (Homo sapiens), P55072. recombinant p97 ATPase, Kinase-Glo ATP luminescence, 3 h. inhibition, % at 8 µM. 0.42% of 220,000 active. AID 1481, 2009; in the data active = inhibition above about 15%;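 also: 0% = DMSO vehicle and 100% = wells lacking enzyme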
Target sequence (P55072 whole entry, looked up): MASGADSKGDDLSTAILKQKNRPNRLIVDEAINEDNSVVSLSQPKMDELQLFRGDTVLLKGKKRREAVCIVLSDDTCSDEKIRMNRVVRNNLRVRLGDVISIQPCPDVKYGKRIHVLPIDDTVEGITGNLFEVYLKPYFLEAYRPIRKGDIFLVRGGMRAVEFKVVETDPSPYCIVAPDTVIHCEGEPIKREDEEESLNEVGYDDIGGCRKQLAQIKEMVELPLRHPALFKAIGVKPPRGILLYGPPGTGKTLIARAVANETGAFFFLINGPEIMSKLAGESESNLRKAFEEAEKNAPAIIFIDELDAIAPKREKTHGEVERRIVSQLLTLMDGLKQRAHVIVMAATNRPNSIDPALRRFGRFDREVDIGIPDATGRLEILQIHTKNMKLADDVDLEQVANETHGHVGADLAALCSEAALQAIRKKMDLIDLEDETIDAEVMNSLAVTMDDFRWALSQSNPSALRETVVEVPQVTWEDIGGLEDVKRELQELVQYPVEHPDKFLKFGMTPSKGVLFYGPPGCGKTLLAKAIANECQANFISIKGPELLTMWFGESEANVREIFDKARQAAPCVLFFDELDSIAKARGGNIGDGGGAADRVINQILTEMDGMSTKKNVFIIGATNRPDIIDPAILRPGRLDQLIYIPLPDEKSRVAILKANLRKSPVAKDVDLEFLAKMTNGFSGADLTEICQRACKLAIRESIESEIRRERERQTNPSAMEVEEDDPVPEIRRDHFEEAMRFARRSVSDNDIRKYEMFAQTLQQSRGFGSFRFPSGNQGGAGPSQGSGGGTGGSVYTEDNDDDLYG
EP2 antag – human EP2 receptor antagonists, primary screen, TR-FRET cAMP, C6 glioma cells; 0.52% of 260,000 active; AID 1422, 2008; C6 glioma cells expressing human EP2; cells stimulated with saturating PGE2; inhibition, % at 25 µM;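 active = percent inhibition above 40 after rounding to a whole number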;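 also: rat C6 glioma host cells with rolipram phosphodiesterase inhibitor present; the protocol text gives 20 µM as final concentration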
PPC-1+TRAIL kill – compounds killing PPC-1 cancer cells with TRAIL present, primary screen, TRAIL potentiator project, ATPLite luminescence, uHTS; cell killing (% activity), % at 4 µM; PPC-1 cells + TRAIL, ATPLite viability luminescence; AID 1443, 2008; 0.41% of 220,000 active;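 active = cell killing above 50% in the first pass at 4 µM, then a duplicate retest at 5 µM averaging 50% or more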;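 also: plate controls were cells with TRAIL plus DMSO for no effect and medium-only wells lacking cells for full effect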
Furin inhibitor – human furin inhibitors, primary screen, biochemical, fluorescence intensity | purified furin, fluorogenic substrate cleavage | inhibition, % at 30 µM | 0.061% of 220,000 active; in the data active = inhibition above about 25%; also: inactives centre near -15
TbHK1 inh – Trypanosoma brucei hexokinase 1 inhibitors, primary screen, biochemical, G6PDH-coupled NADH absorbance, MLSCN library; recombinant TbHK1, G6PDH-coupled NADH A340; inhibition, % at 10 µM; hexokinase 1 [Trypanosoma brucei]; 0.11% of 220,000 active;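 active = inhibition of 50% or more in the single-dose primary screen; inactive = inhibition below 50%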
An asterisk follows results filed as active; . = no result given; [ ] = dose if it differs, or a comment.

No. | mol | Ba/F3 V617F tox | RBBP9 inh | BaF3 tox | NCF1 inh | p97 inhibitor | EP2 antag | PPC-1+TRAIL kill | Furin inhibitor | TbHK1 inh
1 | CN1CCN(S(=O)(=O)c2ccc(NC(=O)c3ccc(F)cc3)cc2)CC1 | -3.2 | -5.4 | 0.7 | -17.8 | 1.5 | 11.3 | 19.2 | -5.4[20 µM] | 6.4
2 | CS(=O)(=O)c1ccccc1C(=O)NC1CCCc2ccccc21 (stereo unspecified) | 5.7 | 1.0 | 6.4 | -6.6 | -2.6 | 1.8 | 8.6 | -12.2 | 5.9
3 | CCN(CC)S(=O)(=O)c1ccc(NC(=O)COC(=O)CCc2cc(OC)c(OC)c(OC)c2)cc1 | 3.1 | -5.1 | 5.3 | -1.4 | -6.9 | 3.9 | 8.3 | -12.7 | -0.3
4 | CCC(C)[C@@H](C(=O)N1CCNCC1)n1cc(CCCCN)nn1 (stereo partly specified) | -1.3 | -4.2 | -1.1 | 13.5 | 3.9 | 11.3 | 4.8 | -25.7 | -2.7
5 | N#CCCn1ncc2ccccc21 | 2.1 | 2.3 | 4.2 | -1.2 | -0.9 | 4.7 | 17.5 | -20.4 | -10.3
6 | Cc1cccc(NC(=S)N(CCN2CCOCC2)Cc2cc3cc4c(cc3[nH]c2=O)OCO4)c1 | -0.2 | -4.9 | 2.5 | -5.1 | -0.4 | 0.4 | 17.0 | -34.3 | -41.7
7 | O=C(Oc1cc(=O)oc2ccccc12)c1ccccc1 | -4.9 | 8.5 | -1.4 | -7.5 | 6.3 | 9.5 | 16.2 | -23.2 | -2.8
8 | Cc1c(NC(=O)C(C)OC(=O)/C=C/c2ccco2)c(=O)n(-c2ccccc2)n1C (stereo unspecified) | -1.4 | -5.4 | 0.2 | -9.5 | 2.0 | 3.1 | -4.7 | -20.1 | -7.2
9 | O=c1[nH]c(-c2ccccc2)c(-c2ccccc2)[nH]1 | 1.4 | -6.9 | 2.6 | -13.9 | -1.1 | 3.7 | -9.1 | -52.1 | -4.5
10 | COc1ccccc1NC(=S)N(Cc1ccco1)Cc1cc2cc(C)cc(C)c2[nH]c1=O | -3.2 | -2.6 | -0.9 | -10.1 | 10.7 | 5.9 | 4.5 | -25.0 | 0.5
11 | CC(=O)Nc1c(C(=O)c2ccccc2)oc2ccccc12 | -0.1 | -3.7 | 4.5 | -11.5 | 6.9 | 10.1 | -8.5 | 0.7 | -27.6
12 | CCc1ccccc1N(CC)C(=O)CCc1nc(-c2ccc(C)cc2)no1 | 2.8 | -5.1 | 5.8 | 4.2 | -8.7 | 10.9 | 11.4 | -15.0[20 µM] | 3.7
13 | COc1cccc(/C=N/n2nnnc2N)c1 | 0.3 | 1.3 | 1.2 | 0.7 | 4.3 | 5.9 | 3.2 | -26.3 | -27.2
14 | COc1ccccc1N/C(=N/S(=O)(=O)c1ccc(Cl)cc1)c1ccccc1 | -0.3 | -1.2 | 0.6 | -12.4 | -0.4 | 4.7 | -8.9 | -17.7[20 µM] | -2.2
15 | COC(=O)CNC(=O)CCCCC(=O)NCC(=O)OC | -2.7 | -3.7 | 1.2 | 6.4 | 7.2 | 8.0 | 8.9 | -15.0 | 12.5
16 | Cc1cc(=O)c2ccc3ccccc3c2[nH]1 | 1.3 | -4.8 | 4.5 | -5.7 | -5.2 | 7.8 | -18.1 | -10.1[20 µM] | -13.4
17 | O=C1CCCN1CCCNC(=S)Nc1ccc(Nc2ccccc2)cc1 | 1.1 | -1.5 | 1.2 | -3.4 | 2.8 | 3.5 | 4.1 | -15.2 | 0.5
18 | CC(C)(C)C(=O)Nc1nnc(SCC(=O)Nc2ccc3c(c2)OCO3)s1 | -4.2 | -11.3 | 0.1 | -4.0 | 2.2 | 9.2 | 18.2 | -10.7 | -5.0
19 | Cn1c(-c2cnn(-c3ccccc3)c2-n2cccc2)n[nH]c1=S | -1.4 | -1.9 | 2.5 | 5.0 | -0.8 | 5.8 | 23.5 | -18.6 | 1.4
20 | O=C(O)CCC(=O)N1CCN(c2nc3ccccc3s2)CC1 | 2.0 | -6.0 | 5.2 | -8.2 | -1.6 | 10.1 | 22.6 | -20.1[20 µM] | -10.3
21 | Cc1ccccc1-n1c(C)nnc1SCC(=O)NNC(=O)c1ccccc1 | 1.6 | -8.4 | 1.0 | -2.5 | 0.0 | 7.0 | 7.9 | -23.0 | -4.1
22 | COCCn1c(=S)[nH]c2ccc(N(C)C)cc2c1=O | -3.2 | 3.4 | 6.8 | -13.3 | 6.8 | 10.4 | 12.3 | 2.9 | -23.4
23 | O=C(CC(C(=O)O)c1ccccc1)Nc1ccccc1 (stereo unspecified) | -5.2 | 4.2 | 1.9 | 18.8 | 2.1 | 3.4 | 24.2 | -16.3 | -2.6
24 | Nc1cc(Cl)ccc1C(=O)OCC(=O)NC(=O)NCc1ccccc1 | -0.8 | -12.7 | 5.0 | -13.8 | 6.0 | 5.5 | 18.0 | -17.6 | 6.8
25 | COc1cccc(/C=C/C(=O)Nc2ccc3nc4n(c(=O)c3c2)CCCC4)c1OC | 4.2 | -4.4 | 5.6 | 8.4 | 0.1 | 8.2 | 9.9 | -1.8 | -19.1
26 | C=CCn1c(SCc2nc3ccccc3[nH]2)nnc1-c1ccncc1 | 2.2 | -11.0 | 6.1 | -3.3 | -5.9 | 7.5 | 15.4 | -8.4 | -4.3
27 | Clc1cccc(C2=NOC(c3nnc(-c4ccccc4)o3)C2)c1 (stereo unspecified) | . | . | . | -1.0 | . | 10.9 | 2.3 | -26.5 | -5.9
28 | COc1ccc(/C=C2\SC(=O)N(CC(=O)NN3CCN(C)CC3)C2=O)cc1OC | -4.1 | -5.2 | -14.1 | -9.2 | 3.4 | 3.4 | 26.0 | -10.8 | -45.8
29 | COc1ccc(C)cc1NC(=O)C1CC(=O)N(Cc2ccco2)C1 (stereo unspecified) | 1.9 | -9.9 | 4.1 | -3.7 | -2.2 | 9.6 | 6.5 | -18.7 | 3.7
30 | Cc1ccc(-c2nc3ncccn3c2Nc2ccc3c(c2)OCCO3)o1 | -1.1 | -7.2 | 3.8 | -7.1 | 1.0 | 11.8 | 37.1 | -9.3[20 µM] | -24.7
31 | CCOC(=O)c1c(C)[nH]c(C(=O)COC(=O)CCC(=O)c2ccc3c(c2)OCCO3)c1C | -0.1 | -8.8 | 4.2 | -24.6 | -5.6 | 13.7 | 3.2 | -13.3 | -0.6
32 | CC(=O)N1CCCc2cc(S(=O)(=O)N(C)CCC#N)ccc21 | -2.0 | -3.0 | 1.4 | 0.6 | 1.5 | 9.7 | 6.8 | -27.7 | -2.4
33 | COc1ccc(-c2[nH]ncc2CN2CCCO2)c(F)c1 | 3.5 | 1.9 | 5.2 | 2.8 | -1.8 | 6.0 | 20.3 | -24.8 | -6.7
34 | Cc1ccc(-c2nc(C(=O)NC3CCCCCC3)no2)cc1 | -2.8 | -3.4 | 5.5 | . | -2.7 | 10.6 | . | -34.4 | 7.1
35 | COc1ccc(CN=Cc2c(C(F)(F)F)[nH][nH]c2=O)cc1 | 2.7 | -2.6 | 4.5 | -4.0 | -1.9 | 15.5 | 15.4 | -13.0[20 µM] | -29.7
36 | CCOC(=O)C1=C(C)Nc2nc3ccccc3n2C1c1ccncc1 (stereo unspecified) | 0.7 | -6.7 | 6.3 | -10.6 | 3.0 | 10.1 | 24.0 | -18.7 | -9.1
37 | Cc1cc(N2CCCC2)nc2ccccc12 | 5.0 | 2.8 | 10.1 | 10.0 | -0.2 | 7.7 | -20.8 | -7.4 | -15.0
38 | COc1cccc(/C=N/NC(=O)CCCC(=O)NC2CCCCC2)c1 | 0.9 | -5.8 | 6.0 | -6.3 | -3.2 | 6.6 | -2.2 | -20.7 | 0.6
39 | Cn1c(=O)cc(Cl)[nH]c1=O | 3.8 | -12.9 | 2.3 | 4.5 | -4.6 | 6.0 | 9.5 | -23.6 | 5.5
40 | O=C(Nn1c(Cc2ccccc2)nc2ccccc2c1=O)c1c(O)c2cccc3c2n(c1=O)CCC3 | -1.1 | -1.5 | 3.5 | -14.2 | 4.8 | 5.7 | -6.6 | -15.3 | -11.1
41 | O=C(NCCc1ccccc1)C1CCCN1S(=O)(=O)c1ccc(F)cc1 (stereo unspecified) | 0.8 | -9.3 | 3.7 | . | -3.1 | 8.0 | . | -8.1[20 µM] | 1.1
42 | O=C1C2C(C(=O)N1/N=C/c1ccc(N3CCCCC3)o1)C1C=CC2C12CC2 (stereo unspecified) | -0.9 | -7.7 | 4.9 | 22.3 | 6.8 | 6.1 | 30.1 | -15.2 | -7.1
43 | N#CCCN1CCN(C2=NC(=O)C(=C3CCCCC3)S2)CC1 | -4.6 | -6.4 | -0.6 | -0.5 | 5.5 | 9.2 | 34.8 | -20.0 | 0.7
44 | COC(=O)CC(C(=O)Nc1cc(C(=O)OC)cc(C(=O)OC)c1)N1CCN(C)CC1 (stereo unspecified) | 1.1 | -5.2 | 3.4 | . | 4.6 | . | . | -22.0[20 µM] | 4.1
45 | O=C(Nc1ccccc1N1CCCCC1)c1cccc([N+](=O)[O-])c1 | 5.7 | -0.2 | 9.3 | -5.0 | -3.6 | 2.8 | 14.9 | -13.4 | -4.1
46 | COC(=O)c1c(NC(=O)C2CC=CCC2C(=O)O)sc(C)c1C (stereo unspecified) | 1.3 | -13.1 | 5.7 | -7.5 | -2.8 | 10.4 | 21.1 | -6.5[20 µM] | -18.5
47 | Cc1ccc(CNC(=O)c2ccc([N+](=O)[O-])o2)cc1 | -1.7 | -2.4 | -2.0 | -6.9 | 6.2 | 25.9 | -8.1 | -6.0[20 µM] | -13.3
48 | O=C(O)c1cc2nc(-c3ccccc3)cc(C(F)(F)F)n2n1 | -2.7 | -6.9 | 2.5 | -11.4 | 4.8 | 8.7 | 12.5 | -22.9 | -4.9
49 | Cc1cnc(C(=O)OCC(=O)Nc2oc(-c3ccccc3)c(-c3ccccc3)c2C#N)cn1 | 5.5 | -8.4 | 3.5 | -8.2 | -6.2 | 1.4 | 11.5 | -6.3 | -19.1
50 | Cc1n[nH]c(=O)n1-c1ccc(OCc2ccccc2)cc1 | 1.4 | 5.5 | 4.0 | -1.4 | 0.1 | 1.1 | 9.8 | -29.9 | -3.3
51 | CCCn1nc(C(=O)NCc2ccccn2)c2ccccc2c1=O | 0.2 | -1.2 | 2.6 | -1.1 | 2.6 | 12.1 | 1.2 | -34.8 | 1.4
52 | O=C(COC(=O)/C=C/c1ccc(Cl)cc1Cl)NCc1ccco1 | -0.6 | -10.7 | 0.8 | -1.7 | 0.3 | 3.6 | 11.9 | -12.6 | 1.5

Part of the list above, set out differently:
Below each compound – Ba/F3 V617F tox | RBBP9 inh | BaF3 tox | NCF1 inh | p97 inhibitor | EP2 antag | PPC-1+TRAIL kill | Furin inhibitor | TbHK1 inh
39. Cn1c(=O)cc(Cl)[nH]c1=O
→ 3.8 | -12.9 | 2.3 | 4.5 | -4.6 | 6.0 | 9.5 | -23.6 | 5.5
40. O=C(Nn1c(Cc2ccccc2)nc2ccccc2c1=O)c1c(O)c2cccc3c2n(c1=O)CCC3
→ -1.1 | -1.5 | 3.5 | -14.2 | 4.8 | 5.7 | -6.6 | -15.3 | -11.1

An excerpt; rates above refer to the full screens.
